TrxR1 inh: blocks rat thioredoxin reductase 1. O89049. recombinant rTrxR1, NADPH fluorescence consumption, selenite substrate. actives 1% (n = 390,000). AID 588453. Potency, µM (series often up to 114 µM), for inactives: top-dose activity change, negative = inhibition, usual class: inhibitors; also: nearly all actives have a fitted effect of over 65% in size
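Rat TrxR1 (90 nM in the dispensed reagent) was pre-reduced with 400 uM NADPH for 5 min at room temperature, then incubated with compound for 15 min. After 400 uM selenite was added, NADPH fluorescence (Ex 340/Em 450 nm) was followed for 8 min.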
RXFP1 ag: agonists of human relaxin receptor RXFP1; Q9HBX9; actives 0.3% (n = 370,000); HEK293T-RXFP1 cAMP TR-FRET, 30 min; response scale: percent of porcine relaxin response, buffer zero; Potency, µM (highest dose often 57.5 µM), without a hit: at the highest dose activation, most hits filed as activators; also: nearly all actives have a fitted effect of over 60% in size; many of its hits are not listed in these tables
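Agonist response is measured as cAMP accumulation in an RXFP1-transfected HEK293T line under PDE4 inhibition. Values are scaled between buffer-only and 29 nM porcine relaxin, and EC50s come from standard Hill equation fits.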
ALOX12 inh: inhibitors of human 12S-lipoxygenase ALOX12. Potency, µM (top dose mostly 108 µM), inactives show at the highest dose activity change, negative = inhibition, most hits filed as inhibitors. P18054. actives 1.1% (n = 580,000). purified 12hLO, xylenol orange hydroperoxide absorbance. AID 1671190
Target sequence (P18054 whole entry, looked up): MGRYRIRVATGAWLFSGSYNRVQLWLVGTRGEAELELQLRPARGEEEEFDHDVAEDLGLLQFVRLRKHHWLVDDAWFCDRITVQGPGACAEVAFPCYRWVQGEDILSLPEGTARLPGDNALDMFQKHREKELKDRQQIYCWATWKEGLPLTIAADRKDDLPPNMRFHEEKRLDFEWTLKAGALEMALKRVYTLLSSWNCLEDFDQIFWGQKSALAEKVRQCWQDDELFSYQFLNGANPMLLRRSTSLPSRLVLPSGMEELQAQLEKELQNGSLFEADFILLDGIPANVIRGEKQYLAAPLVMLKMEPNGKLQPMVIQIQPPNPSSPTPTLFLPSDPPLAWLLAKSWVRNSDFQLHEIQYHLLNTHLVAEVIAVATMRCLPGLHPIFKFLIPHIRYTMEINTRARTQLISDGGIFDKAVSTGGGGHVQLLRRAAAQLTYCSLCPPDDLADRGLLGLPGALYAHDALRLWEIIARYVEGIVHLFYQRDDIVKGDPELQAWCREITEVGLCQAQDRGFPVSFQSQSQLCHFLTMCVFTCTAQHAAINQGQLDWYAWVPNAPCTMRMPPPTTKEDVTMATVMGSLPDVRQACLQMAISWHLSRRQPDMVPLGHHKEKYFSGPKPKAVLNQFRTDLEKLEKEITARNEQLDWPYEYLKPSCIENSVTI
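Hydroperoxide product was detected by ferrous iron/xylenol orange as the 573 to 405 nm absorbance ratio. Arachidonic acid at 40 uM (final) was turned over for 30 min at room temperature by 150 nM human 12hLO, pH 7.0 Hepes buffer, after 15 min compound preincubation.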
Vif-APOBEC3G blk: Vif-A3G binding inhibition. actives 0.076% (n = 410,000). HeLa A3G-eYFP + Vif (tagged APOBEC3G with the HIV-1 protein that degrades it), YFP fluorescence, overnight. Q9HC16. Potency, µM (highest dose often 46.1 µM), for the others: top-dose activity, negative = active, most hits filed as inhibitors;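 also: nearly all actives have a fitted effect of over 60% in size; hits raise eYFP signal because A3G escapes Vif-driven loss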
Target sequence (Q9HC16 whole entry, looked up): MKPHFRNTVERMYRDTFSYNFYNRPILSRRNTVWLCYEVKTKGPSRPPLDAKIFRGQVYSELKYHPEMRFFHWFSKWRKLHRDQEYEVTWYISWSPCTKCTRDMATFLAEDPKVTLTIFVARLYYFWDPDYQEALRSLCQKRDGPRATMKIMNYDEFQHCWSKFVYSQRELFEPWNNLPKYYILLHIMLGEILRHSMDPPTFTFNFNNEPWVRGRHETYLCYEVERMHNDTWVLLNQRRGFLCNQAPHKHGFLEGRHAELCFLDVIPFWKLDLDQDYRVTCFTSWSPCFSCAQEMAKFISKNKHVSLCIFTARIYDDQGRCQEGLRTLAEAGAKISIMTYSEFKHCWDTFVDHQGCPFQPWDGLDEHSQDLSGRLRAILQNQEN
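HeLa cells stably expressing Vif and C-terminally eYFP-tagged A3G, seeded overnight at 37 deg C, then exposed to compound by pintool overnight at 37 deg C. Rise in yellow fluorescence (Ex 488/Em 500-530, Acumen) marks blocked Vif-driven A3G degradation.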
RGS4 inhibitor: human RGS4 inhibition; P49798; Transcreener GDP fluorescence polarization, RGS4-accelerated GTP hydrolysis; Potency, µM (top dose mostly 114 µM), inactives show at the top dose activity change, negative = inhibition, most hits filed as inhibitors; actives 0.039% (n = 390,000); also: nearly all actives have a fitted effect of over 75% in size; some results filed as inactive show a strong effect at the top dose
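MLSMR compounds (23 nl, pin-transferred) preincubated 10 min at room temperature with a 500nM (2x) first reagent, then RGS4 at 900nM (2x) plus Transcreener GDP mix added; fluorescence polarization (620/688 nm) read before and after 90 min at 30 °C.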
Active calls of the source: *; i = inactive; ? = inconclusive; . = not tested or not shown; & = joins results of further samples; [ ] = remark or other dose. Calls follow the shape of the dose curve; as a rule, active = well fitted curve in the direction sought with a large enough effect; inconclusive = small, poorly fitted or top-dose-only effect, or another doubt; inactive = no such curve, though single readings can be large; an effect the other way counts as inactive or inconclusive. % is scaled to controls: 0 for no effect and ±100 for the full control effect; potency is read from the fitted curve at half-maximal effect.

Results follow in this order: TrxR1 inh	RXFP1 ag	ALOX12 inh	Vif-APOBEC3G blk	RGS4 inhibitor
- CC(C)C[C@H](NC(=O)[C@H](Cc1ccccc1)NC(=O)CNC(=O)[C@H](CS)N(C(=O)[C@@H](N)Cc1ccc(O)cc1)C(C)(C)C)C(=O)N([C@H](C(=O)O)[C@H](C)O)C(C)(C)C
→ .	.	-22%[12.5 µM]	.	470%[activator][56.9 µM]
- CC(C)(O)[C@H]1O[C@@H]2CC[C@]3(C)[C@@]4(C)c5[nH]c6ccccc6c5C[C@@H]4CC[C@]3(O)C2=CC1=O
→ .	.	0%	.	.
- C=C1C([C@@H](O)C[C@H](C)C2O[C@@]3(CCCCO3)CC[C@H]2C)OC2CC[C@@]3(CC[C@@H](/C=C/[C@@H](C)C4CC(C)=C[C@]5(O4)O[C@H](C[C@@](C)(O)C(=O)O)CCC5O)O3)OC2[C@@H]1O (some centres undefined)
→ .	.	-11%[6.33 µM]	.	?
- CC(=O)O[C@H]1C[C@H]2CC[C@@H]3[C@H]4C[C@@H]([N+]5(C)CCCCC5)[C@@H](OC(C)=O)[C@]4(C)CC[C@@H]3[C@@]2(C)C[C@@H]1[N+]1(C)CCCCC1
→ .	.	102%[activator]	.	?
- c1ccc(CCCCN2CCC(c3ccccc3)CC2)cc1
→ .	.	-4%&1%	.	50%[56.9 µM]
- Oc1ccc2c3c1O[C@H]1c4[nH]c5ccccc5c4C[C@]4(O)[C@H](C2)N(CC2CC2)CC[C@@]314
→ .	.	21%	.	.
- CS(=O)c1ccc(-c2nc(-c3ccc(F)cc3)c(-c3ccncc3)[nH]2)cc1 (centres undefined)
→ .	.	?	.	?
- CCCN[C@@H]1CCc2c(OC)cccc2[C@@H]1C
→ .	.	5%&56%	.	?
- Clc1cncc(N2CCNCC2)n1
→ .	.	-3%	.	4.2µM*
- CC(C)[C@]12O[C@H]1[C@@H]1O[C@]13[C@]1(O[C@H]1C[C@H]1C4=C(CC[C@@]13C)C(=O)OC4)[C@@H]2O
→ .	0.1%	8%[176 µM]	.	i

Other records:
Results follow in this order: TrxR1 inh	RXFP1 ag	ALOX12 inh	Vif-APOBEC3G blk	RGS4 inhibitor
- CCc1c(C(=O)OC)ncc2[nH]c3cc(OC)c(OC)cc3c12
→ ?	.	?	.	.
- CC(O)C(C)OC(=O)[C@@H]1C[C@@H]2c3cccc4c3c(cn4C(C)C)C[C@H]2N(C)C1 (some centres undefined)
→ ?	.	?	.	.
- Cc1nc(-c2ccc(-c3ccc(C(=O)N4CCc5cc6c(cc54)C4(CCN(C)CC4)CO6)cc3)c(C)c2)no1
→ 17%[57.1 µM]	.	?	.	.
- COC(=O)c1cc2c(cn1)[nH]c1ccccc12
→ 31%[activator]	.	2%	.	.
- CSCCC(c1nnnn1C1CCCCC1)N1CCC(n2c(=O)[nH]c3ccccc32)CC1 (centres undefined)
→ .	.	4%	-7%	.
- CSCCC(c1nnnn1Cc1ccccc1)N1CCC2(CC1)C(=O)NCN2c1ccccc1 (centres undefined)
→ .	.	-12%	-4%	.
- Clc1cccc(N2Cc3ccccc3-n3nncc3C2)c1
→ .	.	?	-27%	.
- CC(C)N1CCOC(c2ccc(O)c(O)c2)C1 (centres undefined)
→ .	.	?	1%	.
- Cc1cccc(C)c1-n1nnnc1C(C1CC1)N1CCC(n2c(=O)[nH]c3ccccc32)CC1 (centres undefined)
→ .	.	-3%	-8%	.
- COc1ccc(-n2nnnc2C(C2CC2)N2CCC(n3c(=O)[nH]c4ccccc43)CC2)cc1 (centres undefined)
→ .	.	0%	-19%	.

Later entries
Results follow in this order: TrxR1 inh	RXFP1 ag	ALOX12 inh	Vif-APOBEC3G blk	RGS4 inhibitor
- Fc1ccc(N2Cc3ccccc3-n3nncc3C2)cc1
→ .	.	63%[activator]	-19%	.
- O=C1NCN(c2ccccc2)C12CCN(C(c1cc3ccccc3o1)c1nnnn1Cc1ccccc1)CC2 (centres undefined)
→ .	.	?	-10%	.
- N#CC12c3ccccc3C(=O)N1Cc1cnnn1-c1ccccc12 (centres undefined)
→ .	.	18%	1%	.
- c1ccc(-c2ccc3c(c2)CNCc2cnnn2-3)cc1
→ .	.	?	1%	.
- S=C(NCCc1ccccc1)N1Cc2cc(N3CCCCC3)ccc2-n2nncc2C1
→ .	.	5%	-6%	.
- COc1cccc(C(c2nnnn2-c2c(C)cccc2C)N2CCC(n3c(=O)[nH]c4ccccc43)CC2)c1OC (centres undefined)
→ .	.	?	-3%	.
- Cc1ccc(S(=O)(=O)N2Cc3cc(-c4cccc(F)c4)ccc3-n3nncc3C2)cc1
→ .	.	0%	-13%	.
- COc1ccc(-n2nnnc2C(CCSC)N2CCC(n3c(=O)[nH]c4ccccc43)CC2)cc1 (centres undefined)
→ .	.	-12%	-4%	.
- O=C1NCN(c2ccccc2)C12CCN(C(c1cccc3ccccc13)c1nnnn1-c1ccc3c(c1)OCCO3)CC2 (centres undefined)
→ .	.	-15%	-1%	.
- CN1CC2CN(Cc3ccccc3)S(=O)(=O)C2C1 (centres undefined)
→ .	.	-5%	0%	.

For reference, 13 of the compounds above.
Results follow in this order: TrxR1 inh	RXFP1 ag	ALOX12 inh	Vif-APOBEC3G blk	RGS4 inhibitor
- CC(C)N1CCOC(c2ccc(O)c(O)c2)C1 (centres undefined)
→ .	.	?	1%	.
- Cc1cccc(C)c1-n1nnnc1C(C1CC1)N1CCC(n2c(=O)[nH]c3ccccc32)CC1 (centres undefined)
→ .	.	-3%	-8%	.
- COc1ccc(-n2nnnc2C(C2CC2)N2CCC(n3c(=O)[nH]c4ccccc43)CC2)cc1 (centres undefined)
→ .	.	0%	-19%	.
- Fc1ccc(N2Cc3ccccc3-n3nncc3C2)cc1
→ .	.	63%[activator]	-19%	.
- O=C1NCN(c2ccccc2)C12CCN(C(c1cc3ccccc3o1)c1nnnn1Cc1ccccc1)CC2 (centres undefined)
→ .	.	?	-10%	.
- N#CC12c3ccccc3C(=O)N1Cc1cnnn1-c1ccccc12 (centres undefined)
→ .	.	18%	1%	.
- c1ccc(-c2ccc3c(c2)CNCc2cnnn2-3)cc1
→ .	.	?	1%	.
- S=C(NCCc1ccccc1)N1Cc2cc(N3CCCCC3)ccc2-n2nncc2C1
→ .	.	5%	-6%	.
- COc1cccc(C(c2nnnn2-c2c(C)cccc2C)N2CCC(n3c(=O)[nH]c4ccccc43)CC2)c1OC (centres undefined)
→ .	.	?	-3%	.
- Cc1ccc(S(=O)(=O)N2Cc3cc(-c4cccc(F)c4)ccc3-n3nncc3C2)cc1
→ .	.	0%	-13%	.
- COc1ccc(-n2nnnc2C(CCSC)N2CCC(n3c(=O)[nH]c4ccccc43)CC2)cc1 (centres undefined)
→ .	.	-12%	-4%	.
- O=C1NCN(c2ccccc2)C12CCN(C(c1cccc3ccccc13)c1nnnn1-c1ccc3c(c1)OCCO3)CC2 (centres undefined)
→ .	.	-15%	-1%	.
- CN1CC2CN(Cc3ccccc3)S(=O)(=O)C2C1 (centres undefined)
→ .	.	-5%	0%	.

Next section:
Results follow in this order: TrxR1 inh	RXFP1 ag	ALOX12 inh	Vif-APOBEC3G blk	RGS4 inhibitor
- CCCCn1nnnc1C(c1cccs1)N1CCC2(CC1)C(=O)NCN2c1ccccc1 (centres undefined)
→ .	.	?	-7%	.
- O=C(CCc1ccccc1)N1Cc2cc(-c3ccccc3)ccc2-n2nncc2C1
→ .	.	-5%	-13%	.
- Brc1ccc2c(c1)-n1nncc1CN(CC1CCCCC1)C2
→ .	.	-2%	2%	.
- CC(=O)c1cccc(-c2ccnc3c2CC(C(=O)NCCc2ccccc2)O3)c1 (centres undefined)
→ .	.	3%	?	.
- O=S(=O)(c1cc(Cl)cc(Cl)c1)N1Cc2cc(-c3cccc(F)c3)ccc2-n2nncc2C1
→ .	.	?	-4%	.
- CCCCn1nnnc1C(CC)N1CCC2(CC1)C(=O)NCN2c1ccccc1 (centres undefined)
→ .	.	?	-4%	.
- O=C1NCN(c2ccccc2)C12CCN(C(c1cccs1)c1nnnn1C1CCCCC1)CC2 (centres undefined)
→ .	.	?	-13%	.
- O=C1NCN(c2ccccc2)C12CCN(C(c1nnnn1C1CCCCC1)C1CC1)CC2 (centres undefined)
→ .	.	-25%	-3%	.
- c1cc2c(cc1-c1ccc3c(c1)OCO3)CNCc1cnnn1-2
→ .	.	?	-3%	.
- O=c1[nH]c2ccccc2n1C1CCN(C(c2ccccc2OC(F)(F)F)c2nnnn2-c2ccc3c(c2)OCCO3)CC1 (centres undefined)
→ .	.	-7%	-2%	.

Further structures.
Results follow in this order: TrxR1 inh	RXFP1 ag	ALOX12 inh	Vif-APOBEC3G blk	RGS4 inhibitor
- O=C1c2cccc(N3CCNCC3)c2C2CCCCN12 (centres undefined)
→ .	.	?	3%	.
- S=C(NCCc1ccccc1)N1Cc2ccc(Br)cc2-n2nncc2C1
→ .	.	?	-2%	.
- CSCCC(c1nnnn1-c1c(C)cccc1C)N1CCC(n2c(=O)[nH]c3ccccc32)CC1 (centres undefined)
→ .	.	0%	-12%	.
- NC(Cc1ccc(F)cc1)c1csc(Nc2cnccn2)n1 (centres undefined)
→ .	.	-4%	1%	.
- COc1cc(C(=O)N2Cc3ccc(Br)cc3-n3nncc3C2)cc(OC)c1OC
→ .	.	7%	-1%	.
- O=C1NCN(c2ccccc2)C12CCN(C(c1ccccc1)c1nnnn1Cc1ccccc1)CC2 (centres undefined)
→ .	.	0%	-4%	.
- COc1ccc(C(c2nnnn2-c2ccc3c(c2)OCCO3)N2CCC3(CC2)C(=O)NCN3c2ccccc2)cc1 (centres undefined)
→ .	.	-19%	-15%	.
- O=c1[nH]c2ccccc2n1C1CCN(C(CCc2ccccc2)c2nnnn2C2CCCCC2)CC1 (centres undefined)
→ .	.	-59%	-9%	.
- c1cc2c(cc1N1CCCCC1)CNCc1cnnn1-2
→ .	.	5%	-1%	.
- O=C1c2ccccc2-n2nncc2C2c3cc(Br)ccc3CCN12 (centres undefined)
→ .	.	?	-23%	.

(listing goes on)
Results follow in this order: TrxR1 inh	RXFP1 ag	ALOX12 inh	Vif-APOBEC3G blk	RGS4 inhibitor
- c1ccc2c(CCN3CCCCC3)c[nH]c2c1
→ .	.	1%	0%	.
- O=C1NCN(c2ccccc2)C12CCN(C(CCc1ccccc1)c1nnnn1C1CCCC1)CC2 (centres undefined)
→ .	.	-4%	-6%	.
- COc1ccc(C(=O)C2CCCN(CC3CCCCC3)C2)cc1OC (centres undefined)
→ .	.	?	4%	.
- COc1ccc(-c2ccc3c(c2)CN(C(=S)NCCc2ccccc2)Cc2cnnn2-3)cc1
→ .	.	-8%	0%	.
- Cc1ccccc1OP(=O)(Oc1ccccc1C)N1CCOCC1
→ .	.	-6%	-2%	.
- COc1ccc(CN2Cc3cc(-c4ccc(OC)cc4)ccc3-n3nncc3C2)cc1
→ .	.	-12%	-5%	.
- Cc1nc2ccccc2c(=O)n1-c1nccs1
→ .	.	5%	0%	.
- NC(Cc1ccc(F)cc1)c1csc(Nc2ccccn2)n1 (centres undefined)
→ .	.	0%	-14%	.
- CCCN1CCc2cc(O)cc3c2C1Cc1ccc(O)c(O)c1-3 (centres undefined)
→ ?	.	7.9µM*	.	?
- CN1CCc2cc(O)cc3c2C1Cc1ccc(O)c(O)c1-3 (centres undefined)
→ ?	.	?	.	-140%[56.9 µM]
- N[C@@H](Cn1cc(I)c(=O)[nH]c1=O)C(=O)O
→ -8%	.	?	.	i

Some of the compounds tested; the hit share may differ from the screen's.
